Screening data from PubChem.
FXN GAA850 act – activators of GAA850 frataxin (FXN) promoter; activation, % at 6 µM; AID 540364; HEK293 lucGAA850 FXN promoter luciferase reporter, 24 h; percent of 10 µM SAHA response; 360,000 compounds, 0.56% hits;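 active = activation above the average of all compounds screened plus 3 SD, cutoff fixed separately per campaign, cut at about 7.5% in these data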;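 also: 0% = DMSO wells and 100% = 10 µM SAHA wells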
DAX1 inh-1 – NR0B1 (DAX1) inhibition; 340,000 compounds, 0.99% hits; AID 504766; HEK293 Gal4-DAX1 luciferase reporter, luminescence; inhibition, % at 6.75 µM;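 active = inhibition above the mean over all tested compounds plus 3 SD, cut at about 4.2% in these data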;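 also: 0% = DAX1-transfected cells with DMSO and 100% = empty-vector control cells with DMSO; inhibition shows as a rise in luminescence from relieved DAX1 repression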
Target sequence (P51843 207-470 limits assumed): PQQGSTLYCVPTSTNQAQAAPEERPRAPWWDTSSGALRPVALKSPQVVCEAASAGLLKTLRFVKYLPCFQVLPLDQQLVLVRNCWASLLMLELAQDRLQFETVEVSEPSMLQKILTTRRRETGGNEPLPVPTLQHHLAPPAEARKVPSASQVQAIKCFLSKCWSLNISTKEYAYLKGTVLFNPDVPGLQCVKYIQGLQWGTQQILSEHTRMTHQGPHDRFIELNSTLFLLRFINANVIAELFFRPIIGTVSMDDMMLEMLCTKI
HGIII-sPLA2 inh – Blocks human group III sPLA2 activity. Q9NZ20. QFRET BODIPY PC-A2 liposome hydrolysis, fluorescence. inhibition, % at 12.2 µM. 370,000 compounds, 0.56% hits;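 active = inhibition above mean plus 3 SD of compounds lying within the high and low control bounds, cut at about 19% in these data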;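 also: 0% = median of test compound wells and 100% = no enzyme DMSO wells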
Target sequence (Q9NZ20 whole entry, looked up): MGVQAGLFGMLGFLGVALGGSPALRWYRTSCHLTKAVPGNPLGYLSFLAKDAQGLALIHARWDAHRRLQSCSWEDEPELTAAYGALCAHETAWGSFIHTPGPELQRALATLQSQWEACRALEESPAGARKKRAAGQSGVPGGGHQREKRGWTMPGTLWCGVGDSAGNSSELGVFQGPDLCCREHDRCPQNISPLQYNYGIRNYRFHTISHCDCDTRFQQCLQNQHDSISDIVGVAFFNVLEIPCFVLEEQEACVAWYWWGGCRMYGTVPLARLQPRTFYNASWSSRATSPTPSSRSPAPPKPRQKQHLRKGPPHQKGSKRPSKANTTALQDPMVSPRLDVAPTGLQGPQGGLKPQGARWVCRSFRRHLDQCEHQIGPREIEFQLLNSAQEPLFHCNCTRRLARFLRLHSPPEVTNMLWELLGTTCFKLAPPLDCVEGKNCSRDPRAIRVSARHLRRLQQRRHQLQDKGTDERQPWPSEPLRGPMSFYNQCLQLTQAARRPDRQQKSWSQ
ADAM17 inh – inhibitors of human ADAM17. inhibition, % at 6.95 µM. 370,000 compounds, 0.83% hits. AID 720648. P78536. recombinant ADAM17, EDANS/DABCYL FRET peptide cleavage;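 active = inhibition above the mean of compounds lying between control limits plus 3 SD, set per campaign, cut at about 8.5% in these data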;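 also: 0% = DMSO-only wells as the low control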
ADAM10 inh – ADAM10 inhibition, QFRET primary screen; O14672; recombinant ADAM10, EDANS/DABCYL FRET peptide cleavage, 3 h; inhibition, % at 7 µM; 370,000 compounds, 0.62% hits;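 active = inhibition above a per-campaign cutoff equal to the mean of compounds falling between control-based bounds plus 3 SD, cut at about 20% in these data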;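 also: 0% = DMSO wells while the 100% control is not disclosed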
PLCg1 inh – PLC-gamma1 (human) inhibition, primary screen | 370,000 compounds, 0.84% hits | inhibition, % at 12.2 µM | purified PLC-gamma1, fluorogenic substrate, fluorescence | AID 720700 | P19174; in the data active = inhibition above about 9.5%
ssDAF-12 act – activates DAF-12 receptor from parasite S. stercoralis | HEK293 ssDAF-12/GRIP1 lit1-tk-luc reporter, luminescence; % of 3 µM dafachronic acid response | activation, % at 6.8 µM | 370,000 compounds, 1% hits | AID 652126;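 active = activation above the mean over all tested compounds plus 3 SD, cut at about 0.9% in these data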;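 also: 0% = DMSO-only wells and 100% = 3 µM delta7-dafachronic acid wells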
DAX1 inh-2 – DAX1 (NR0B1) inhibition, primary screen; inhibition, % at 6.8 µM; AID 652010; 370,000 compounds, 1.1% hits; HEK293T StAR-luciferase reporter, SF-1/DAX-1 repression relief;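 active = inhibition above the mean over all tested compounds plus 3 SD, cut at about 3.6% in these data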;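 also: 0% = DAX-1 cells with DMSO and 100% = cells lacking DAX-1 with DMSO; higher inhibition means more luminescence from relief of DAX-1 repression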
hgDAF-12 ag – hgDAF-12 agonism, primary luciferase screen; HEK293 GAL4-hgDAF12 UAS-luciferase reporter, agonist luminescence; normalized to butyrate control; activation, % at 6.8 µM; 370,000 compounds, 1.8% hits;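 active = activation above a cutoff set at the mean of all screened compounds plus 3 SD, cut at about 10% in these data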;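 also: 0% = DMSO wells and 100% = sodium butyrate wells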
hcDAF12 agonist – H. contortus DAF-12 activation, primary screen | HEK293 hcDAF-12 lit1-tk-luc reporter, luminescence; 0% DMSO, 100% Δ7-dafachronic acid | activation, % at 6.8 µM | 370,000 compounds, 1.4% hits;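 active = activation above the mean of all tested compounds plus 3 SD, cut at about 5.5% in these data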;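 also: 100% = response to 3 µM Δ7-dafachronic acid high control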
PLC-beta3 inh – inhibitors of human phospholipase C beta3. Purified PLC-beta3, fluorogenic substrate, fluorescence. inhibition, % at 12.2 µM. 370,000 compounds, 0.18% hits. AID 720704; in the data active = inhibition above about 11%;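 also: 0% = median of compound wells on plate and 100% = full blocker control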
Numbers without * were called inactive; i = inactive; nt = no result given.

SMILES	FXN GAA850 act	DAX1 inh-1	HGIII-sPLA2 inh	ADAM17 inh	ADAM10 inh	PLCg1 inh	ssDAF-12 act	DAX1 inh-2	hgDAF-12 ag	hcDAF12 agonist	PLC-beta3 inh
COc1ccccc1CNC(=O)C1CC2Cn3c(nc4cc5ccccc5cc43)C2N1C (stereo unspecified)	-1.1	0.1	4.7	-5.0	-13.4	-6.2	-1.2	-0.3	-3.1	-1.5	-10.9
CC(C)CNC(=O)C1CC(=O)OC12CCCCC2 (stereo unspecified)	0.7	0.9	0.0	-0.6	3.0	2.0	-1.1	1.0	0.3	-1.1	3.0
Nc1ccc(Sc2ccccc2Cl)nc1	1.6	1.7	1.1	-0.9	2.3	1.6	-1.2	0.4	0.0	-0.7	-8.2
COc1ccc(NC(=O)N(C)C[C@@H]2Oc3ncc(Br)cc3C(=O)N([C@@H](C)CO)C[C@@H]2C)cc1	0.5	1.2	-1.3	-1.2	-5.8	0.0	-0.6	-0.2	0.9	1.0	1.4
CCCCOP(=O)(OCCCC)C(O)c1ccc(F)cc1 (stereo unspecified)	-0.3	3.4	4.0	-3.6	1.3	-0.5	-0.8	-0.4	-1.1	-2.4	-4.3
N#CC(C#N)=C1SC(=Nc2ccccc2)C(=Nc2ccccc2)N1c1ccccc1	4.1	3.8	-5.9	2.2	2.7	4.1	-0.8	4.5*	6.7	1.1	0.9
CC1CCN(C(=O)CSc2nnc3c(n2)[nH]c2ccccc23)CC1	-0.3	-0.5	8.7	-4.6	6.3	-2.1	-1.0	-0.6	0.4	-1.1	-10.8
COCC1CCN(C(=O)C2CCC(=O)N(C3CCCC3)C2)CC1 (stereo unspecified)	3.2	-0.1	6.7	-2.5	6.0	2.6	0.1	0.3	4.2	4.1	-7.5
Cc1cc(C)c2nc(-c3ccco3)cc(C(=O)O)c2c1	2.9	1.3	-19.9	-96.6	-278.1	-152.1	0.2	-0.1	-0.2	-0.5	-187.2
Cc1ccc(NC(/C=C/N(C)C)=C/C(=O)C(F)(F)F)c(C)c1	-2.3	0.4	-5.1	-10.6	-34.0	-72.8	-1.3	-0.6	1.4	-0.7	-82.9
Cc1noc(NC(=O)c2ccccc2C(F)(F)F)c1C#N	0.5	1.4	-3.9	-2.1	0.3	-0.1	-1.2	-0.1	-1.1	0.7	4.7
CCCNC(=O)C(Cc1ccc(F)cc1)NC(=O)c1ccc(C#N)cc1 (stereo unspecified)	1.3	2.1	-6.9	-2.5	-5.1	-0.9	-1.0	0.7	0.9	-0.8	-2.2
CCOc1ccc(C(c2c(C)[nH][nH]c2=O)c2c(C)[nH][nH]c2=O)cc1OCC	0.6	2.2	-23.6	3.0	7.5	-0.1	0.2	-0.9	-2.8	-0.3	2.4
COCC(=O)N[C@H]1CC[C@@H](CC(=O)OC)O[C@@H]1CO	nt	nt	8.5	-2.7	-1.6	-1.7	-0.8	1.4	-1.2	-0.6	-2.0
O=C1N=C(N2CCOCC2)S/C1=C/c1ccc(-c2ccc(F)cc2)o1	0.1	-2.5	-0.5	0.7	-1.2	-61.7	-1.7	-0.3	-3.9	0.1	-72.4
Cc1ccccc1S(=O)(=O)NCC[C@@H]1CC[C@@H](NC(=O)C2CCCC2)[C@@H](CO)O1	nt	nt	-0.4	-1.4	-11.7	1.9	-0.6	-0.4	-1.1	-2.0	-1.3
Cc1cccc(NC(=O)c2ccc(N3CCOCC3)c([N+](=O)[O-])c2)n1	6.6	2.4	1.9	-0.5	6.6	4.1	-0.9	1.5	13.9*	0.2	0.9
O=S(=O)(/C=C/c1ccccc1)N1CCN(c2ccc(F)cc2)CC1	-2.1	-0.2	-3.3	0.1	6.2	0.9	-1.6	0.2	4.2	-1.2	3.9
FC(F)(F)c1nc2cc3nc4ccccc4[nH]c3cc2n1	1.8	2.8	0.5	2.9	4.7	-34.2	-0.4	-0.1	1.5	7.6*	-48.2
COc1ccc(C2=CC(=O)C[C@H](c3ccc(Cl)cc3)C2)cc1	-0.8	0.6	2.2	2.9	-2.9	0.7	-1.4	-0.2	0.1	-0.9	-2.4
CC(C)CC(COCc1cccc(Cl)c1)N1CCN(C(=O)c2cccc(C(F)(F)F)c2)CCC1=O (stereo unspecified)	4.8	-0.1	-7.6	2.9	15.5	-0.7	-1.4	-0.4	0.0	-1.9	4.7
COc1cc2c(cc1OC)C(c1ccncc1)CC(=O)N2 (stereo unspecified)	0.1	0.7	0.7	-2.9	-3.8	-13.6	-0.9	1.1	-1.1	-0.8	-20.2
CC(=O)Nc1ccc(S(=O)(=O)NCCC(=O)OCC(=O)NC(C)c2ccc(Cl)cc2)cc1 (stereo unspecified)	-0.3	0.0	-2.0	-0.9	1.1	-2.0	-1.1	-0.2	-3.0	-0.8	-5.2
O=C(CN1CCCCCC1)N1c2ccccc2Sc2ccccc21	-2.5	0.1	-5.6	-4.6	-7.1	0.5	-0.7	0.5	0.2	-0.2	0.4
COc1cccc(NC(=O)c2cc3ccccc3cc2OC)c1	6.0	3.6	-6.2	2.7	6.0	-11.9	0.4	1.4	9.7	8.4*	-22.9
O=C1C2ON(c3ccccc3)C(c3ccncc3)C2C(=O)N1c1ccc(Br)cc1 (stereo unspecified)	3.3	0.2	-10.5	2.5	1.9	-1.0	-0.5	-0.4	1.6	-0.5	-3.2
COc1ccccc1N1CCN(c2ccc([N+](=O)[O-])cn2)CC1	1.6	1.6	3.2	0.3	6.3	4.8	-1.9	0.0	-1.2	-1.7	-3.9
O=S1(=O)CCN2C=C(Br)C=C(Br)C2=N1	1.8	-0.2	-4.2	-125.5	-399.6	-116.2	-1.7	-0.2	0.3	-0.5	-159.3
CCCc1cc(=O)[nH]c(SCC(=O)Nc2ccc(Cl)c(S(=O)(=O)N3CCOCC3)c2)n1	1.1	-0.9	-22.9	4.6	0.2	6.2	-0.8	1.6	-2.4	-1.9	-5.4
CC(=O)c1cc(-c2ccc(S(C)(=O)=O)cc2)c(=O)n2c1CCC2	nt	nt	0.2	-153.2	i	-35.9	0.0	-0.5	0.9	1.6	-37.8
O=C(CSc1nnnn1C1CCCCC1)N1CCc2ccccc21	1.5	-1.4	12.7	-3.1	1.9	-0.5	0.4	0.5	-0.7	3.3	1.7
CC(=O)c1ccc(N2CCN(C(=O)c3nn(C)c4c3CS(=O)(=O)c3ccccc3-4)CC2)cc1	-2.5	-0.5	3.7	-6.8	-15.3	-6.3	-1.6	-3.2	-3.0	-0.9	-18.2
CN1CCc2nc3sc(C(=O)NCc4ccccc4)c(N)c3cc2C1	-3.0	0.3	5.4	-18.1	-54.6	-84.7	-0.7	0.1	-2.7	0.0	-92.9
CC1=CC(C)C(COC(=O)CN2CCCCC2)C(C)C1 (stereo unspecified)	-0.5	0.9	4.7	-3.1	1.0	2.7	-1.3	0.8	0.3	-1.4	-6.2
COCCNC(=O)C(=O)Nc1cccc(Br)c1	4.6	1.3	-1.0	-2.2	-8.1	0.6	-0.9	0.1	4.4	-1.4	1.7
CCn1c(-c2sc(-c3ccccc3)nc2C)n[nH]c1=S	3.3	-0.1	16.4	-4.5	-14.3	-242.7	-0.8	-0.3	-0.6	0.5	-234.6
O=C(CNC(=O)c1ccccc1F)OCC(=O)c1ccc(Cl)s1	2.6	0.4	-0.4	-1.0	-11.9	-1.8	-1.1	-1.3	-1.8	1.8	-8.1
CS(=O)(=O)c1cccc(C(=O)OCCCC(=O)c2ccccc2)c1	1.8	-0.9	6.9	-6.9	-8.7	2.6	-1.1	-1.5	-1.3	0.6	-14.4
Cc1nnc(SC(C)C(=O)NCC2CCCO2)s1 (stereo unspecified)	-1.0	1.1	-1.0	-1.9	3.7	-8.4	-0.7	2.3	-0.9	-0.3	-2.5
COc1cccc(CNc2ncn[nH]2)c1OCc1ccc(F)cc1	0.6	1.4	-1.8	-5.3	-9.5	-1.4	-1.2	-0.8	-2.9	-1.8	-8.1
O=C(Nc1cccc(NC(=O)c2ccccc2[N+](=O)[O-])n1)c1ccccc1[N+](=O)[O-]	-1.7	-0.9	1.0	-1.4	-8.7	-6.0	-0.1	0.1	0.9	0.9	-5.0
CCn1c(SCC(=O)Nc2ccccc2)nnc1C1CCCCC1	3.4	0.5	-1.9	-7.5	-3.4	1.9	-1.5	-0.4	-2.3	-1.3	1.2
O=C1C(C=NCc2ccco2)=C(O)c2ccccc21	7.1	4.3*	1.3	-3.9	-13.4	-25.2	1.4*	2.5	14.6*	13.1*	-22.7
O=C(c1ccncc1)N1CC[C@H]2[C@H](CCCN2Cc2cc(F)cc(F)c2)C1	nt	nt	13.4	-6.9	-9.5	0.5	-1.4	-0.7	-1.8	0.1	-3.5
Cn1c(=O)c2cc(S(=O)(=O)N3CCN(c4ccc(F)cc4)CC3)ccc2n(C)c1=O	nt	nt	3.0	3.4	-4.0	-1.3	-1.2	-0.4	-0.1	-1.2	1.6
COC(=O)c1cnn(-c2nc(-c3ccccc3)cs2)c1N	5.5	1.5	8.5	-2.9	3.1	0.8	-0.9	0.8	1.6	-0.5	-6.5
CC(C)N(C(=S)Nc1cc(S(=O)(=O)N2CCOCC2)ccc1Cl)c1ccccc1	-4.0	-0.8	-0.4	2.0	2.9	4.2	-1.2	-0.1	-2.5	0.8	1.5

Of the compounds above, six have an NH in an aromatic ring:
SMILES	FXN GAA850 act	DAX1 inh-1	HGIII-sPLA2 inh	ADAM17 inh	ADAM10 inh	PLCg1 inh	ssDAF-12 act	DAX1 inh-2	hgDAF-12 ag	hcDAF12 agonist	PLC-beta3 inh
CC1CCN(C(=O)CSc2nnc3c(n2)[nH]c2ccccc23)CC1	-0.3	-0.5	8.7	-4.6	6.3	-2.1	-1.0	-0.6	0.4	-1.1	-10.8
CCOc1ccc(C(c2c(C)[nH][nH]c2=O)c2c(C)[nH][nH]c2=O)cc1OCC	0.6	2.2	-23.6	3.0	7.5	-0.1	0.2	-0.9	-2.8	-0.3	2.4
FC(F)(F)c1nc2cc3nc4ccccc4[nH]c3cc2n1	1.8	2.8	0.5	2.9	4.7	-34.2	-0.4	-0.1	1.5	7.6*	-48.2
CCCc1cc(=O)[nH]c(SCC(=O)Nc2ccc(Cl)c(S(=O)(=O)N3CCOCC3)c2)n1	1.1	-0.9	-22.9	4.6	0.2	6.2	-0.8	1.6	-2.4	-1.9	-5.4
CCn1c(-c2sc(-c3ccccc3)nc2C)n[nH]c1=S	3.3	-0.1	16.4	-4.5	-14.3	-242.7	-0.8	-0.3	-0.6	0.5	-234.6
COc1cccc(CNc2ncn[nH]2)c1OCc1ccc(F)cc1	0.6	1.4	-1.8	-5.3	-9.5	-1.4	-1.2	-0.8	-2.9	-1.8	-8.1
